pAkt inh = blocks phosphorylation of Akt; Neuro2A IGF-stimulated pAkt S473 HTRF, 20 min; hits give low values; activity change, % for hits at 50 µM; 360,000 compounds, 0.32% hits; in the data active = activity change below about -80%; inconclusive = mostly about -51% to -80%; also: % is scaled to controls: 0 for no effect and ±100 for the full control effect
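Single-point screen (50 µM final compound) in Neuro2A cells stimulated 20 min with 6 nM IGF at 37 deg C. After lysis, Ser473-phosphorylated Akt read by HTRF (ex 330 nm, em 615/665 nm) as the 665/615 ratio.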
Nrf2 inh = blocks Nrf2 signaling | A549 ARE-Fluc reporter, luciferase luminescence, 18-24 h | 360,000 compounds, 2.1% hits | Potency, µM (highest dose often 46 µM), for the others: at the top dose activity change, negative = inhibition, usual class: inhibitors; also: potency is read from the fitted curve at half-maximal effect; % is scaled to controls: 0 for no effect and ±100 for the full control effect; nearly all actives have a fitted effect of over 60% in size
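A549 ARE_Fluc cells (5000/well, 5% FBS OPTI-MEM) pre-incubated 2 h, then treated with compounds 18-24 h at 37C/5% CO2 in concentration-response. CellTiter-Fluor viability read first; BugLite luciferase luminescence after 15 min at room temperature gives Nrf2 activity.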
EPAC2 agonist = activates human EPAC2 exchange factor; EPAC2 activation, biochemical qHTS; response scale: 100% = 6.5 mM cAMP response; Q8WZA2; Potency, µM (top dose mostly 154 µM), for the others: top-dose activation, actives largely listed as activators; 360,000 compounds, 0.079% hits; also: potency is read from the fitted curve at half-maximal effect; nearly all actives have a fitted effect of over 50% in size
Target sequence (Q8WZA2 whole entry, looked up): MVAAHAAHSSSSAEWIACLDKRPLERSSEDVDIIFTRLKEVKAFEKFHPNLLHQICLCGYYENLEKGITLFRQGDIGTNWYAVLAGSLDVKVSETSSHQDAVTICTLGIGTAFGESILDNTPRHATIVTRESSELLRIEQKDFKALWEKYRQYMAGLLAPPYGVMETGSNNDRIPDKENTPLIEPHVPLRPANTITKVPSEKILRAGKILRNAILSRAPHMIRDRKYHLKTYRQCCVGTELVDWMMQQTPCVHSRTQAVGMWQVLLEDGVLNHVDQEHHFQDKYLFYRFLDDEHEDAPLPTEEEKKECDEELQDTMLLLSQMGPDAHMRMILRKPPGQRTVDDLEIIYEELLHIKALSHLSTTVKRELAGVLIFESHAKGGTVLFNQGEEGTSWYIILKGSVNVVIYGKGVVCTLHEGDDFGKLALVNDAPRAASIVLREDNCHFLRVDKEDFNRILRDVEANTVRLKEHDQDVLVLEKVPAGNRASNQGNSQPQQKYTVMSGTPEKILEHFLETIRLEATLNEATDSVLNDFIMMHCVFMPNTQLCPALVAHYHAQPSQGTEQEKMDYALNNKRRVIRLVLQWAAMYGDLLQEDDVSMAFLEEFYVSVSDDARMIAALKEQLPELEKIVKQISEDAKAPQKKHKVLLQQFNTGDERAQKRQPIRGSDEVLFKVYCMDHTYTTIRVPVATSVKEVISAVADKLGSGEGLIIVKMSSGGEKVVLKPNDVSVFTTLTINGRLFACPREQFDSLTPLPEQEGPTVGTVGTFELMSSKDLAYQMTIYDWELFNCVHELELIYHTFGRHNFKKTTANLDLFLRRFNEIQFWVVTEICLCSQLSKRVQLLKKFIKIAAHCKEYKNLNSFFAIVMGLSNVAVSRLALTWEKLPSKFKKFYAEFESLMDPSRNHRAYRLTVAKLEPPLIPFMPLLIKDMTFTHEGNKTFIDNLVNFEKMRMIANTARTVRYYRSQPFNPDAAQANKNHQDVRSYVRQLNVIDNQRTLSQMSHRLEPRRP
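Setup: EPAC2 100 nM, labeled Rap1B complex 250 nM, free GDP 50 uM. Compound titrations pinned in, brief spin, 5 min room temperature incubation. Kinetic fluorescence read over 30 min, normalized to 6.5 mM cAMP.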
MmCpn inh = blocks the Methanococcus maripaludis chaperonin Mm-Cpn | purified Mm-Cpn ATPase, ADP Transcreener TR-FRET | Potency, µM (series often up to 76.9 µM), without a hit: at the top dose activity, negative = inhibition, most hits filed as inhibitors | 330,000 compounds, 0.031% hits | AID 504842; also: potency is read from the fitted curve at half-maximal effect; % is scaled to controls: 0 for no effect and ±100 for the full control effect; nearly all actives have a fitted effect of over 80% in size
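Purified archaeal Mm-CPN (25nM final) preincubated 10 min at 37degC with compound, then 10uM ATP for 30 min at 37degC; ADP measured by HTRF Transcreener TR-FRET; buffer 30 mM TRIS pH 7.4, 100mM KCl, 5mM MgCl2, 1mM DTT.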
A549 viability = counter-screen for Nrf2 inhibitors: cytotoxicity in A549 cells | Potency, µM (titrated, usually from 46 µM), inactives show at the highest dose activity change, negative = cytotoxicity, hits mostly inhibitors | AID 504648 | A549 ARE-Fluc cells, CellTiter-Fluor viability, 18-24 h | 390,000 compounds, 0.16% hits; also: potency is read from the fitted curve at half-maximal effect; % is scaled to controls: 0 for no effect and ±100 for the full control effect
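A549 ARE-Fluc cells in 5% FBS OPTI-MEM, 5000 cells/well, rested 2 h then exposed to compounds in concentration-response for 18-24 h at 37 °C. Viability by CellTiter-Fluor fluorescence (Ex 405/Em 525) after 30 min; luciferase luminescence (BugLite, 15 min, RT) read afterwards.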
TGFb inhibitor = blocks TGF-b signaling; HepG2 CAGA-GFP TGF-b/SMAD3 reporter, GFP fluorescence, 18 h; TGF-beta stimulated, 500 pg/mL final; Potency, µM (titrated, usually from 46.1 µM), without a hit: at the top dose activity, negative = inhibition, most hits filed as inhibitors; 410,000 compounds, 1.2% hits; AID 588855; also: potency is read from the fitted curve at half-maximal effect; % is scaled to controls: 0 for no effect and ±100 for the full control effect; nearly all actives have a fitted effect of over 65% in size
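HEPG2 CAGA-GFP reporter cells (1000/well, DMEM with 1% FBS) received compounds, then recombinant TGF-beta at 500 pg/mL final for 18 hours at 37 degrees C. Per-cell GFP summed per well was normalised to unstimulated and stimulated DMSO controls before curve fitting.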
EPAC2 antag = antagonists of human EPAC2. Potency, µM (titrated, usually from 114 µM), without a hit: at the top dose activity, negative = inhibition, hits mostly inhibitors. EPAC2 GEF exchange of Rap1B-BODIPY-GDP, fluorescence. 360,000 compounds, 0.18% hits; also: potency is read from the fitted curve at half-maximal effect; % is scaled to controls: 0 for no effect and ±100 for the full control effect; nearly all actives have a fitted effect of over 45% in size; many of its hits are not listed in these tables
CCT chaperon mod = changes cytosolic chaperonin activity; purified chaperonin ATPase assay, HTRF ADP detection, 30 min; 360,000 compounds, 0.3% hits; activity change, % (no concentration beside the values), hits read low; in the data active = activity change below about -30%; also: % is scaled to controls: 0 for no effect and ±100 for the full control effect
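TRiC (40 or 20 nM final, by batch activity) in 30 mM Tris pH 7.4, 100 mM KCl, 5 mM MgCl2, 1 mM DTT was treated with compound at 76 uM single dose, then 10 uM ATP, 30 min at 37 °C. ADP was read by HTRF Transcreener.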
Nrf2 activator = activates Nrf2 signaling | AREc32 ARE-luciferase reporter (MCF7-derived line), luminescence, 24 h | Potency, µM (top dose mostly 46.1 µM), for inactives: at the top dose activation, most hits filed as activators | 410,000 compounds, 0.31% hits | AID 624171; also: potency is read from the fitted curve at half-maximal effect; % of control where 0% means no effect; nearly all actives have a fitted effect of over 65% in size
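Cells of the AREc32 ARE-luciferase line are plated in OPTI-MEM containing 5% FBS and left overnight at 37 deg C. Compounds are pinned in, incubation continues 24 hr, and firefly luciferase signal is then measured.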
* marks the source's active call; other numbers are inactive results; i = inactive; u = inconclusive; x = not tested or not shown; & = joins results of further samples; [ ] = another dose, or the depositor's remark. Unless noted, calls follow the shape of the dose curve; as a rule, active = well fitted curve in the direction sought with a large enough effect; inconclusive = small, poorly fitted or top-dose-only effect, or another doubt; inactive = no such curve, though single readings can be large; an effect the other way counts as inactive or inconclusive. These rows are one share of the data (hit frequency here may not be typical).

Molecule | pAkt inh | Nrf2 inh | EPAC2 agonist | MmCpn inh | A549 viability | TGFb inhibitor | EPAC2 antag | CCT chaperon mod | Nrf2 activator
O=C(COC(=O)Cn1cnc2ccccc2c1=O)NCc1ccccc1 | i | 6% | 5% | -2% | -2% | 0% | -5% | 0.5 | 0.0%
CC(C)(C)OC(=O)N[C@@H](Cc1ccccc1)C(=O)N[C@@H](CO)[C@H](O)[C@@H]1C[C@@H]1C(=O)N1CCCC1 | i | 4% | 5% | -1% | 8% | -7% | -6% | -0.2 | -0.2%
COCc1cc(C)nc(SCC(=O)Nc2nc(C)cs2)c1C#N | i | u | 16% | 0% | -1% | 18% | 9% | 1.9 | -2.2%
COc1ccccc1C1(CCNC(C)c2cccs2)CCOC(C(C)C)C1 (configuration not stated) | i | 14% | 7% | -2% | -1% | u | 16% | 2.7 | 5.2%
CCc1nc2c(OCCn3cccc3)cccn2c1N(C=O)Cc1ccccc1 | i | x | 6% | x | x | -3% | 2% | 1.4 | 0.6%
CCOc1ccccc1NC(=O)C1C2C=CC(O2)C1C(=O)O (configuration not stated) | i | 6% | 3% | -1% | -2% | 5% | -4% | -1.8 | 2.9%
O=C(CCC(=O)c1cccs1)NCc1cccc(Cl)c1 | i | 0% | 5% | 0% | -4% | 0% | 5% | 1.0 | -0.5%
C=CCn1c(SCc2ccc(Cl)cc2)nc2cc(C(=O)N3CCC(C(N)=O)CC3)ccc2c1=O | i | -2% | 4% | 0% | 6% | -9% | -17% | -2.4 | 2.0%
CCOc1cc(/C=N/NC(=O)c2nnn(-c3nonc3N)c2C)ccc1OCc1cccc(F)c1 | x | 11% | -5% | -2% | -7% | -9% | 15% | 1.2 | 0.2%
CCCOc1ccc(C(=O)C(CN2CCOCC2)c2ccccc2)cc1 (configuration not stated) | i | -17% | 10% | 1% | -1% | 16µM* | -9% | -0.5 | u
COC(=O)C1N[C@@H]([C@@H](NC(=O)COc2ccccc2)C(=O)NC2CC2)SC1(C)C (some centres not stated) | i | -9% | 3% | x | -12% | -2%&-1% | 2% | -1.0 | 0.0%
Cc1ccc(S(=O)(=O)NC(CC(N)=O)C(=O)O)cc1 (configuration not stated) | i | x | 0% | 0% | 0% | 10% | 9% | -1.2 | 0.1%
COCCCN=CC1=C(O)CC(C)(C)CC1=O | i | 1% | 6% | 0% | -3% | -3% | -3% | 0.0 | -0.1%
COc1ccc(-c2cn3nc(N4CCC(C(=O)Nc5ccc(C)cc5)CC4)sc3n2)cc1 | x | 0% | x | x | -2% | 0% | x | x | 2.1%
CCOC(=O)c1c(NC(=O)CN2C(=O)CN(C)C2=O)sc(C)c1C | i | 8% | -2% | -1% | 0% | 1% | -4% | 0.9 | 0.4%
CS(=O)(=O)Nc1ccc(N2CCN(c3ccc(C(F)(F)F)cn3)CC2)nc1 | i | 7.3µM* | 0% | -1% | -7% | 2% | 13% | 0.4 | -0.8%
Cc1nn(-c2ccc(Cl)cc2Cl)c(C)c1C(=O)O | i | 10% | -1% | -2% | 18% | -2% | 2% | -1.4 | -0.2%
CC(Cl)C(=O)N1c2ccccc2CCc2ccccc21 (configuration not stated) | i | -19% | -3% | 0% | 0% | -19% | u | 0.2 | -0.5%
COc1ccc2c(c1)c1c(c(=O)n(-c3ccc(F)c(Cl)c3)c(=O)n1CC(=O)N1CCCC1)n2C | x | 15% | x | x | -8% | 0% | x | x | 0.5%
O=C(N/N=C/c1ccc(OC(F)F)cc1)c1ccc(CSc2nc3ccccc3[nH]2)cc1 | i | -12% | 1% | 2% | -4% | -25% | 0% | -0.1 | 2.3%
COc1cccc(/C=N/n2c(N)c(S(=O)(=O)c3cccs3)c3nc4ccccc4nc32)c1 | x | u | 2% | 0% | -2% | 16% | -8% | -0.1 | -0.2%
CCOC(=O)[C@]12CCC=C1N(Cc1ccccc1)C(=O)[C@H](CC(=O)N1CCCC1)C2 | i | x | -2% | x | x | x | -1% | 1.3 | -0.5%
COc1cc2[nH]c(=S)nc(NCCc3ccc(S(N)(=O)=O)cc3)c2cc1OC | i | 6% | -8% | -15% | 0% | -6% | 3% | 1.8 | 0.6%
O=C(COC(=O)c1ccccc1-c1ccccc1[N+](=O)[O-])c1ccccc1 | i | 0% | 11% | 2% | -1% | 0% | -2% | -1.9 | 0.0%
COc1ccccc1NC(=O)N(C)C[C@@H]1OCc2cnnn2CCCC(=O)N([C@H](C)CO)C[C@@H]1C | i | x | -6% | x | x | -2% | 7% | 0.9 | -0.8%
N#Cc1c(NC(=O)CCCN2C(=O)c3ccccc3C2=O)oc(-c2ccccc2)c1-c1ccccc1 | i | -19% | 15% | -2% | -16% | 0% | -9% | -0.8 | 0.2%
O=c1c2ccccc2sn1-c1ccccc1F | i | x | 9% | x | x | u | -4% | -2.4 | u
CC1CCCCC1NC(=O)CN1C(=O)NC(C)(c2ccc(OC(F)F)cc2)C1=O (configuration not stated) | i | 1% | -15% | -1% | -4% | u | -16% | 0.2 | 0.0%
Oc1ccccc1N1CCN(C(=S)NCc2ccccc2)CC1 | i | 5% | 2% | 2% | -11% | -20% | 1% | 1.4 | 0.1%
CCOc1ccc(NC(=O)c2ccc(F)c(S(=O)(=O)N3CCCC3)c2)cc1 | i | x | -5% | x | x | -12% | 12% | 2.0 | 5.3%
Cc1ccc2oc(=O)n(CCNC(=O)Nc3ccc(Cl)cc3)c2c1 | x | -11% | x | x | -1% | u | x | x | 0.4%
O=C(Cc1ccccc1)Nc1nc2ccccc2[nH]1 | x | 10% | -2% | 0% | -2% | -5% | 6% | 1.3 | 3.6%
O=C(/C=C/c1ccccc1)Nc1ccc(Br)cn1 | i | 1% | 2% | -2% | -8% | 5% | -9% | -0.2 | 3.2%
Cc1ccccc1NC(=O)CSc1ccc(-c2cccnc2)nn1 | i | -12% | 1% | -3% | -3% | 7% | 2% | -1.2 | -0.1%
Cc1ccsc1/C=N/N1CCOCC1 | i | 3% | 7% | 1% | 4% | 60%[activator] | 15% | 1.1 | 0.2%
O=C(c1cc(Cl)nc2ccccc12)N1CCCCC1 | i | 6% | 3% | 2% | 9% | 7% | 11% | 0.7 | 0.1%
COc1cccc(-n2nnc3c(=O)n(Cc4ccccc4Cl)cnc32)c1 | i | 3% | -2% | 2% | -3% | -3% | -1% | -1.1 | -0.5%
Cc1cccc(Cn2nnc3c2C(=O)c2ccccc2C3=O)c1 | x | 21µM* | -2% | 1% | u | 3.2µM* | -4% | 0.0 | 0.1%
CCc1nn(CC(=O)NCc2ccc(OC)c(OC)c2)c(=O)c2cc3sc(C)cc3n12 | x | -16% | x | x | -2% | -21% | x | x | -0.8%
Cc1noc(NS(=O)(=O)c2ccc(NC(=O)/C=C/c3ccc(Cl)cc3Cl)cc2)c1C | i | x | 2% | x | x | -5% | -21% | -2.3 | 0.4%
Cc1ccc(N2CC(C(=O)Nc3ccc(S(=O)(=O)NCC4CCCO4)cc3)CC2=O)cc1C (configuration not stated) | i | -21% | -4% | 2% | -3% | 10% | 4% | -1.1 | 1.7%
Cc1nc(SC(C)C(=O)NC2CCCC2)c2ccccc2n1 (configuration not stated) | i | -24% | 8% | -5% | -2% | -8% | -6% | 2.3 | 3.9%
COc1cccc(OCC(=O)NCC2CCCO2)c1 (configuration not stated) | i | 8% | 3% | -8% | 3% | 3% | 3% | -3.3 | 0.4%
COCCn1c(SCC(=O)N2CCOCC2)nnc1-c1ccncc1 | i | -4% | 10% | 1% | -4% | 1% | -1% | 0.3 | -0.7%
O=C(Nc1ccccn1)c1ccc(Cl)c([N+](=O)[O-])c1 | i | u | 0% | 1% | -11% | -3% | 16% | 0.6 | 10µM*
Cc1sc2nc(C3CC3)nc(SCC(=O)N3c4ccccc4CC3C)c2c1C (configuration not stated) | i | 17% | 16% | 0% | u | 11% | -13% | -3.0 | -0.5%
N#Cc1cnc(SCC(=O)N2CCCC2)nc1N | i | 4% | 14% | -2% | -3% | 26% | 1% | -1.6 | -0.5%
COc1ccc(NC(=O)c2ccccc2Sc2ccc(NC(C)=O)nc2)cc1 | i | -14% | 6% | -7% | 1% | -1% | 10% | -1.6 | -0.1%
COc1ccc(CNC(=O)CSCc2cccc(Cl)c2)cc1 | i | 0% | 12% | 2% | 0% | 1% | -15% | -3.1 | -0.5%
NC(=O)CSc1oc(-c2ccco2)nc1S(=O)(=O)c1ccccc1 | i | -20% | -4% | 0% | -4% | 0% | 0% | -0.7 | -0.1%
CCc1nc2ccc(C(=O)N3CCN(C)CC3)cn2c1N(C)CCCc1ccccc1 | i | x | 7% | x | x | -4% | 14% | 0.7 | 0.3%[9.22 µM]
Cc1ccc(S(=O)(=O)c2nc(-c3ccc(Cl)cc3)oc2N2CCCCCC2)cc1 | x | u | x | x | 3% | 7% | x | x | -0.3%
O=C(O)c1c(N2CCCCC2)ccc([N+](=O)[O-])c1N1CCCCC1 | i | -31% | 2% | -7% | -7% | -2% | -5% | -2.6 | 0.0%

Screens (PubChem)
